USP2a inh: USP2a (human) protease inhibition; hit rate 0.01% among 330,000; O75604; Potency, µM (doses to about 38.3 µM), for inactives: top-dose activity change, negative = inhibition, actives largely listed as inhibitors; USP2 core, Ub-CHOP2 coupled fluorogenic reporter, 485/531; AID 463254;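 also: potency is read from the fitted curve at half-maximal effect; plate controls were DMSO wells for no effect and full inhibition by NEM control for full effect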
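Deubiquitinase activity read as fluorescence (485/531 nm) after Ub-CHOP2 cleavage activates the enterokinase reporter on its substrate; USP2 core 10nM, Ub-CHOP2 and substrate 25nM each, 30min compound preincubation then 60min RT; data normalized to NEM, curves fitted.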
Menin-MLL TR inh: inhibitors of human menin-MLL interaction, mutant MLL peptide; Menin + Texas Red MLL mutant peptide, fluorescence polarization; O00255; Potency, µM (top dose mostly 61.6 µM), inactives show at the top dose FP activity change, negative = inhibition, most hits filed as inhibitors; AID 1768; hit rate 0.23% among 270,000; active = well fitted inhibition curve with a large enough effect in the polarisation, with a control signal flat, not every such curve was filed as active; inconclusive = small, poorly fitted or top-dose-only effect, or effect the other way, or a change in a side signal; inactive = no such curve, though single readings can be large or run the other way; the % refers to the polarisation; also: potency is read from the fitted curve at half-maximal effect; % of control where 0% means no effect; many of its hits are not listed in these tables
KCNH2 WT inh: inhibitors of human wildtype KCNH2 potassium channel; Q12809; U2OS, BacMam KCNH2, thallium flux FluxOr; stronger effect = lower value; activity change, % at 1.84 µM; hit rate 0.37% among 340,000; AID 720551;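 active = maximum activity change below -70%; inconclusive = maximum activity change between -70% and -50%; inactive = maximum activity change above -50%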; also: % is scaled to controls: 0 for no effect and ±100 for the full control effect
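U2OS cells were transduced with wild-type KCNH2 virus (2.03 x 10^8 / mL) for 4 h at room temperature, then cultured overnight at 37 C. Thallium flux was read with FluxOr dye. Rate constants were normalized to DMSO controls.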
GALK inhibitor: galactokinase (human) inhibition; P51570; Purified GALK, Kinase-Glo residual ATP luminescence; Potency, µM (series often up to 57.5 µM), for the others: top-dose activity change, negative = inhibition, most hits filed as inhibitors; hit rate 0.007% among 270,000; AID 1868; also: potency is read from the fitted curve at half-maximal effect; % is scaled to controls: 0 for no effect and ±100 for the full control effect
Target sequence (P51570 whole entry, looked up): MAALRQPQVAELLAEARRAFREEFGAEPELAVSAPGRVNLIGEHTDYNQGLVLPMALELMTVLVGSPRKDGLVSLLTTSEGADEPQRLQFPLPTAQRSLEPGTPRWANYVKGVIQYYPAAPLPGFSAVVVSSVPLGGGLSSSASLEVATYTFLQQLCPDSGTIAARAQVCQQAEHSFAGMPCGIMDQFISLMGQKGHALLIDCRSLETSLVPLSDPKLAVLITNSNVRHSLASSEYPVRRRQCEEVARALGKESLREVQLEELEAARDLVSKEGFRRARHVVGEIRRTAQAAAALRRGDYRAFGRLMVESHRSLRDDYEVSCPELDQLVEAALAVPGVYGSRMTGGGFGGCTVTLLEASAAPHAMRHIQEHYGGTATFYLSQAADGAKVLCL
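Compounds were pin-transferred into ATP buffer (35 uM final), then GALK plus galactose (5 nM, 100 uM final) was added. After 1 h at room temperature, Kinase-Glo Plus was added and luminescence read after 10 min.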
Mito fusion yeast: mitochondrial division inhibition or fusion activation | S. cerevisiae fusion-defective mutant growth rescue, CellTiterGlo 48 h | Potency, µM (doses to about 46.1 µM), for the others: at the highest dose growth rescue (activation), actives largely listed as activators | hit rate 0.23% among 320,000;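 also: potency is read from the fitted curve at half-maximal effect; % of control where 0% means no effect; nearly all actives have a fitted effect of over 45% in size; temperature-sensitive fusion mutants such as fzo1-1 at 37 °C on non-fermentable ethanol glycerol medium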
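Compounds are tested for their ability to restore growth of mitochondrial fusion-defective yeast strains at non-permissive 37C in YPEG medium over 48 hours. Viability is quantified by luciferase luminescence.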
TSHR antagonist: antagonists of human thyroid stimulating hormone receptor; TSHR-expressing cells, TSH-stimulated cAMP HTRF, 2 h; stronger effect = lower value; P16473; hit rate 0.2% among 330,000; activity change, negative = inhibition, % at 11.5 µM;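 active = activity change below a set negative limit, meaning inhibition stronger than a set level, cut at about -70% in these data; inconclusive = activity change between two set negative limits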; also: % is scaled to controls: 0 for no effect and ±100 for the full control effect
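Inhibition of cAMP made by TSHR-expressing cells under TSH stimulation (4nM final, EC80; 2 h, 37 deg C) is quantified with a one-step lysis HTRF kit, anti-cAMP cryptate versus cAMP-d2.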
ASM inhibitor: human S-ASM enzyme inhibition; P17405; placental ASM, HMU-PC fluorogenic substrate, 60 min; Potency, µM (series often up to 57.5 µM), for the others: top-dose activity change, negative = inhibition, actives largely listed as inhibitors; hit rate 0.006% among 340,000; also: potency is read from the fitted curve at half-maximal effect
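Fluorogenic HMU-PC substrate (9 uM final) is turned over by placental ASM in 60 min at 37 C after a 10 min compound preincubation. Reaction ended by alkaline stop (pH 10), with fluorescence read at 386/447 nm.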
PKM2 activator: increases activity of human pyruvate kinase M2; hit rate 0.34% among 260,000; purified PKM2, Kinase-Glo ATP luminescence, activation; response scale: 0% is enzyme alone, no compound; Potency, µM (doses to about 57.5 µM), without a hit: at the highest dose activation, most hits filed as activators; P14618; also: potency is read from the fitted curve at half-maximal effect; % is scaled to controls: 0 for no effect and ±100 for the full control effect; nearly all actives have a fitted effect of over 55% in size
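hPK-M2, >95% pure; 0.1 mM ADP / 0.5 mM PEP final; imidazole pH7.2 buffer w/ 7 mM MgCl2, 50 mM KCl; 1 h RT; Kinase-Glo lum. Intermediate enzyme activity for dual inhibitor/activator qHTS.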
MBNL1-CUG inh: inhibitors of human MBNL1 binding to CUG repeat RNA; Potency, µM (doses to about 57.5 µM), inactives show top-dose activity change, negative = inhibition, hits mostly inhibitors; AID 2675; hit rate 0.036% among 280,000; TR-FRET MBNL1-His/biotin-(CUG)12 binding, 665/545 ratio; active = well fitted inhibition curve with a large enough effect in the signal ratio, with a control signal flat, not every such curve was filed as active; inconclusive = small, poorly fitted or top-dose-only effect, or effect the other way, or a change in a side signal; inactive = no such curve, though single readings can be large or run the other way; the % refers to the signal ratio; also: potency is read from the fitted curve at half-maximal effect; % is scaled to controls: 0 for no effect and ±100 for the full control effect
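His-tagged MBNL1 binding to biotinylated (CUG)12 RNA was measured by TR-FRET using terbium anti-His antibody (0.055 ng/ul final) and streptavidin-XL665 (5 nM final). Compounds were titrated 92 nM to 58 uM; 60 min at room temperature.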
BCR signal inh: chronic active BCR signaling inhibition; Potency, µM (doses to about 46.1 µM), for inactives: at the highest dose ratio change, negative = lower green/red ratio, most hits filed as inhibitors; hit rate 0.05% among 340,000; ABC-DLBCL IkBa-CBG/CBR reporter, luminescence ratio, 4 h; active = well fitted inhibition curve with a large enough effect in the signal ratio, with a control signal flat, not every such curve was filed as active; inconclusive = small, poorly fitted or top-dose-only effect, or effect the other way, or a change in a side signal; the % refers to the signal ratio;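 also: potency is read from the fitted curve at half-maximal effect; plate controls were basal doxycycline-induced cells for no effect and cells given 10 µM MG132 for full effect; MG132 reads +100%, hits lower the ratio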
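Doxycycline induced both beetle luciferases in TMD8 lymphoma cells; IKK-driven degradation limits the IkappaBalpha-fused green signal, while red luminescence normalises for cell number and nonspecific effects. Compounds tested up to 46 uM, 4 hrs.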
Eya2 phos inh: inhibitors of human Eya2 phosphatase activity | O00167 | recombinant Eya2, OMFP fluorescence dephosphorylation (OMFP is methylfluorescein phosphate) | Potency, µM (titrated, usually from 76.9 µM), inactives show at the top dose activity, negative = inhibition, actives largely listed as inhibitors | hit rate 0.006% among 330,000; also: potency is read from the fitted curve at half-maximal effect; % is scaled to controls: 0 for no effect and ±100 for the full control effect
Target sequence (O00167 whole entry, looked up): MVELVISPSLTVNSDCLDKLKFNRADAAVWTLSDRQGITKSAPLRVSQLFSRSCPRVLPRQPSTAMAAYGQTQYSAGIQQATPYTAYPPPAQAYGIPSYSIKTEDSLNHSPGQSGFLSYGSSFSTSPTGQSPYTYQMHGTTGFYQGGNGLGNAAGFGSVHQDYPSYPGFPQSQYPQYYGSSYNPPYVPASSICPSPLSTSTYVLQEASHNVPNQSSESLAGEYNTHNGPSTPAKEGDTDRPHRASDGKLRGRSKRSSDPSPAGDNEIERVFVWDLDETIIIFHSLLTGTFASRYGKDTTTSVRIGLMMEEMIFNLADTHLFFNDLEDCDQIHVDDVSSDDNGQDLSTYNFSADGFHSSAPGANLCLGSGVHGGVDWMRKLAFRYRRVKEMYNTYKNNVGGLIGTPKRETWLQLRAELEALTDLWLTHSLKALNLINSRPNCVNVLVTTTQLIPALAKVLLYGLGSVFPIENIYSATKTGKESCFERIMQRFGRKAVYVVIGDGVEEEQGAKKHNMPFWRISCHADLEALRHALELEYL
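Eya2 (0.2 uM) preincubated 10 min at ambient with compound, then OMFP substrate added at 50 uM; 10 min reaction in 50 mM HEPES pH 7.5, 50 mM NaCl, 5 uM MgCl2, 0.05% BSA, 1 mM DTT. Fluorescence read at Ex 485/Em 525 nm.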
Active calls of the source: *; ? = inconclusive; / = no result given; [ ] = dose if it differs, or a comment. Unless noted, calls follow the shape of the dose curve; as a rule, active = well fitted curve in the direction sought with a large enough effect; inconclusive = small, poorly fitted or top-dose-only effect, or another doubt; inactive = no such curve, though single readings can be large; an effect the other way counts as inactive or inconclusive.

SMILES | USP2a inh | Menin-MLL TR inh | KCNH2 WT inh | GALK inhibitor | Mito fusion yeast | TSHR antagonist | ASM inhibitor | PKM2 activator | MBNL1-CUG inh | BCR signal inh | Eya2 phos inh
N#CCCN(CCC#N)C(=O)COc1ccc(Cl)cc1Cl | -1% | 10% | -6 | -2% | -2% | 9 | 0% | -5% | -15% | -6% | 1%
CC1CCCCC1NS(=O)(=O)c1ccc(S(=O)(=O)N2CCN(CCC#N)CC2)cc1 (stereo not drawn) | 1% | -2% | -4 | 0% | -6% | 7 | 4% | -1% | 3% | 2% | 5%
Cc1nc(-c2ccc(F)cc2)c(CC(=O)N2CCN(S(=O)(=O)c3cccc([N+](=O)[O-])c3)CC2)s1 | 0% | / | -1 | / | 17% | 2 | -2% | / | / | 11% | 13%
O=C1OC(/C(=C\Nc2ccc(F)cc2F)[N+](=O)[O-])c2ccccc21 (stereo not drawn) | 1% | -6% | 6 | -5% | 20% | 15 | -1% | 13% | -3% | 7% | 12%
CCOc1ccc(S(=O)(=O)N(C)CC(=O)NC2CC2)cc1 | 0% | / | 3 | -2% | 1% | -1 | 0% | -1% | 0% | 6% | 14%
O=C(COC(=O)C1CCN(c2ccc(C(F)(F)F)cn2)CC1)Nc1ccc(F)cc1[N+](=O)[O-] | 2% | / | -5 | / | 1% | -9 | -10% | / | / | -5% | 16%
CCN(C(=O)CC(C)C)c1nnc(Cn2nnc3ccccc32)s1 | -4% | ? | 9 | -1% | 1% | -6 | -9% | 0% | / | -1% | -6%
Cc1onc(-c2ccccc2)c1C(=O)NNC(=S)NC(=O)c1ccc2c(c1)OCO2 | 6% | / | -8 | -1% | -2% | -10 | -1% | 0% | 0% | ? | -27%
C/C(N)=C(\C#N)C(=O)NCCc1ccccn1 | -5% | -5% | -6 | -2% | -8% | -4 | 3% | 0% | 1% | 6% | -3%
COC(=O)CSc1nnc(-c2ccc(OC)c(OC)c2)o1 | 3% | 13% | 5 | -4% | -2% | 10 | 1% | -3% | 3% | ? | -7%
O=C(Nc1cccnc1Cl)c1cc(-c2ccco2)on1 | 5% | -2% | 9 | -2% | 5% | -4 | 2% | 2% | 13% | ? | -5%
CCOc1ccccc1C(=O)NN1C(=O)C2CCCCC2C1=O (stereo not drawn) | -2% | 1% | 7 | / | -18% | 4 | 4% | 5% | -17%[11.5 µM] | ? | -14%
Cc1ccc(Cl)cc1N1CCN(C(=O)C(=O)N2CCCCC2)CC1 | -1% | ? | 6 | 9% | -3% | -8 | 3% | -2% | -3% | 1% | -2%
COc1ccc(CNC(=O)C(OC(=O)c2ccco2)c2ccccc2)cc1 (stereo not drawn) | 2% | / | -8 | 1% | -5% | / | -2% | / | -1% | 2% | -6%
CCCN(CC(=O)Nc1ccccc1C)C(=O)Cc1coc2cc(C)ccc12 | -5% | / | -7 | 6% | 7% | 25 | -1% | 1% | 2% | ? | -29%
Oc1ccccc1-c1nc(N2CCCC2)c2ccccc2n1 | -1% | -9% | 1 | -2% | 2% | -2 | -3% | -3% | 6% | ? | 3%
N=C1SC(CC(=O)Nc2ccccc2[N+](=O)[O-])C(=O)N1c1ccccc1 (stereo not drawn) | 3% | / | 12 | / | 3% | -3 | 4% | 1% | ? | 8% | -1%
CCCS(=O)(=O)N1CCC(C(=O)NCCN2CCCC2)CC1 | 4% | 0% | -1 | -2% | -2% | 0 | 8% | 3% | -7% | ? | 2%
CCC(CC)c1nnc(NC(=O)CC(C)c2ccccc2)s1 (stereo not drawn) | -1% | 0% | -5 | -1% | 0% | -5 | 0% | 1% | -2% | 5% | -10%
Cc1cc(C(=O)CSc2nnc(-c3cccnc3)n2-c2ccccc2F)c(C)n1C | 0% | -24% | 22 | 1% | 2% | -11 | 1% | 3% | -9% | 8% | -4%
CCOc1ccc(CNC(=S)N/N=C\c2ccc([N+](=O)[O-])cc2)cc1 | -1% | ? | -14 | 2% | 0% | 6 | ? | 1% | 9% | ? | -4%
CCCCCCSc1ccc([C@@H]2[C@H]3C(=O)N(CC)C(=O)[C@H]3[C@]3(C(=O)OC)CCCN23)cc1 | -1% | / | 0 | / | 6% | -21 | -6% | / | / | 0% | -10%
O=C(CCn1c(=S)[nH]c2ccccc2c1=O)NCCCN1CCOCC1 | -1% | 4% | -9 | 0% | -2% | -3 | 3% | -4% | -8% | -5% | 20%
COCCC(=O)N1CCC(Oc2ccc(C(=O)NCCn3cccn3)cc2)CC1 | 0% | -18% | -1 | 4% | 1% | 2 | 2% | -1% | 1% | -2% | 3%
CC1CCN(c2ccc(-c3cccs3)nn2)CC1 | -4% | -16% | 2 | / | -19% | -1 | 13% | / | 26% | ? | -10%
CN(c1ccccc1)S(=O)(=O)c1cccc(C(=O)OCC(=O)NCc2ccccc2)c1 | 3% | / | 4 | / | / | -27 | -3% | / | / | -2% | -8%
O=C(NNC(=S)NCc1ccccc1)c1cccnc1 | 2% | -12% | -5 | -11% | 3% | -10 | 3% | 2% | -9% | -1% | 9%
CCOC(=O)c1ccc(S(=O)(=O)NNC(=O)Cc2csc(C)n2)cc1 | -1% | / | -9 | / | / | / | 2% | / | / | -2% | -18%
CC[C@]1(C(=O)OC)[C@H]2C(=O)N(Cc3ccccc3)C(=O)[C@H]2[C@H]2CN=C(SCc3ccc(Cl)cc3)N21 | -9% | / | 1 | / | / | 0 | -8% | / | / | 3% | -4%
CCOc1c2ccc(C(=O)NCc3ccccc3OC)cc2nn1CC | 1% | 12% | 6 | -3% | -2% | -9 | 27% | 0% | ? | -10% | 15%
COc1ccc(OCCCC(=O)NCCc2ccc(OC)c(OC)c2)cc1 | 3% | -18% | 7 | 4% | -5% | -6 | 10% | 3% | / | 0% | 3%
CC1(C)CC(=O)c2c(oc3ccc(NS(=O)(=O)c4ccc(C(=O)O)cc4)cc23)C1 | 0% | 19% | -1 | -8% | -3% | -10 | 9% | 3% | 3% | 0% | 3%
O=C(O)c1cccc(N2C(=O)C3CC=CCC3C2=O)c1 (stereo not drawn) | 0% | -1% | -12 | 0% | -1% | -2 | 2% | -3% | 0% | 7% | 8%
CC(=O)Nc1ccc(S(=O)(=O)N2CCN(c3cc(C(F)(F)F)ccn3)CC2)cc1 | 2% | / | -2 | / | 0% | 4 | -3% | 3% | -8% | -2% | -1%
C/C=C/c1ccc(OCC(=O)N2CCc3cc(OC)c(OC)cc3C2)c(OC)c1 | -2% | -20% | -3 | 0% | 14% | 4 | -18% | -1% | 3% | 8% | 6%
O=C(CSc1ncnc2sccc12)NCc1ccc2c(c1)OCO2 | 1% | / | -1 | / | -1% | 10 | 0% | / | / | 0% | 15%
CCOC(=O)N1CCC(N2C(=O)c3ccc(C(=O)Nc4cccc(OC)c4)cc3C2=O)CC1 | 3% | / | -13 | 6% | 10% | -6 | 5% | / | 23% | -4% | -1%
CN(C)c1ccc(-n2cccc2)cc1 | 0% | / | 1 | -1% | 4% | 10 | -2% | 0% | -7% | ? | -10%
COc1cc(C2C(C#N)=C(N)N(c3ccc(F)cc3)C3=C2S(=O)(=O)CC3)ccc1O (stereo not drawn) | 2% | 1% | 2 | -2% | -7% | 8 | 26% | 20% | ? | ? | -1%
CC(C(=O)Nc1ccc(C(=O)O)cc1)N1C(=O)c2ccccc2C1=O (stereo not drawn) | 4% | -8% | -7 | -3% | -1% | -4 | 1% | -1% | 3% | -16% | 2%
Cc1onc(-c2c(F)cccc2Cl)c1C(=O)N[C@@H]1C(=O)N2C(C(=O)O)C(C)(C)S[C@H]12 (stereo partly drawn) | 0% | / | -9 | / | 1% | 1 | 3% | / | / | -4% | 8%
O=C(c1ccc(Cl)c([N+](=O)[O-])c1)N1CCN(c2ccccn2)CC1 | 2% | 0% | 1 | 1% | -19% | -3 | 1% | 8% | 34%[activator] | 1% | 4%
COc1cccc(C(=O)Nc2c3c(nn2-c2cccc(C)c2C)CS(=O)(=O)C3)c1OC | 0% | -24% | 13 | -3% | 6% | -9 | 0% | -5% | -4% | 2% | -9%

The list is partial; count on the stated rates, not on these rows.
